TbMetRS inhib = Trypanosoma brucei MetRS inhibition. purified T. brucei MetRS, ATP depletion, Kinase-Glo luminescence. inhibition, % at 11.9 µM. hit rate 0.4% among 360,000. AID 624268;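 active means inhibition above a per-plate cutoff of the control wells' mean inhibition plus 3 SD, cut at about 5.5% in these data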;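 further: 0% = DMSO wells median and 100% = median of wells with control inhibitor compound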
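Test system: purified T. brucei MetRS enzyme. Also added: ATP, methionine and E. coli bulk tRNA substrates. Compound: 11.9 µM single point. Schedule: 15 min enzyme-compound preincubation, 2 h reaction, 10 min detection, 25 °C. Signal: luciferase luminescence of residual ATP, Kinase-Glo. Evaluation: percent inhibition versus plate control medians. Controls: DMSO wells, low control.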
MsrA inh = bovine MsrA inhibition | purified bovine MsrA, absorbance read-out | AID 651718 | inhibition, % at 15.5 µM | hit rate 0.75% among 360,000; in the data active means inhibition above about 4.5%;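 further: 0% = vehicle wells with enzyme and 100% = reference inhibitor wells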
STEP block = STEP (human) phosphatase inhibition; P54829; recombinant STEP, OMFP fluorogenic substrate, fluorescence; inhibition, % at 20 µM; hit rate 0.25% among 360,000;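 active means inhibition at 20 µM, scaled per plate between control wells, above about 37%, limit read from the data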;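 further: 0% = DMSO with enzyme and substrate and 100% = substrate only without enzyme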
Target sequence (P54829 whole entry, looked up): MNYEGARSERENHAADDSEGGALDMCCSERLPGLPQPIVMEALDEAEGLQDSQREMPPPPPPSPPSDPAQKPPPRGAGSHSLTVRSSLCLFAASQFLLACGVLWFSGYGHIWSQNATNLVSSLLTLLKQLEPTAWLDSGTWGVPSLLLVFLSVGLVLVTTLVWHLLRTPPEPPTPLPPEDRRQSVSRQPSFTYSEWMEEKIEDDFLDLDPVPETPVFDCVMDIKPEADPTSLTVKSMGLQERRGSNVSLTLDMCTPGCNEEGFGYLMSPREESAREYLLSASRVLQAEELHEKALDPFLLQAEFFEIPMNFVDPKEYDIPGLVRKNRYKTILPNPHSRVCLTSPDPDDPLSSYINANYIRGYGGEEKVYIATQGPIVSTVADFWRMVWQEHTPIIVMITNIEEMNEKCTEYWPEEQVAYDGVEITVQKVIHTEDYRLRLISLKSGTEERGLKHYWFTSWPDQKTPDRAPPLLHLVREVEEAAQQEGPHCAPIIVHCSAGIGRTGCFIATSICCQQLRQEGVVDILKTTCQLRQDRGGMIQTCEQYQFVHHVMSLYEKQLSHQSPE
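System: STEP (striatal-enriched tyrosine phosphatase) enzyme, cell-free; medium: Bis-Tris pH 6.0 buffer with DTT, detergent; dosing: 20 µM, 1% DMSO; times: reaction 20 min, ambient temperature; detection: fluorescence, 480/540 nm; read-out basis: normalized % inhibition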
LMPTP inh = LMPTP (human) inhibition; recombinant LMPTP-A, OMFP fluorogenic substrate, fluorescence intensity; inhibition, % at 20 µM; hit rate 0.22% among 360,000;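 active means compounds that cut the enzyme signal by at least half of the control window in the single-dose screen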;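 further: plate controls were DMSO wells with enzyme plus substrate for no effect and substrate without enzyme for full effect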
Target sequence (P24666 whole entry, looked up): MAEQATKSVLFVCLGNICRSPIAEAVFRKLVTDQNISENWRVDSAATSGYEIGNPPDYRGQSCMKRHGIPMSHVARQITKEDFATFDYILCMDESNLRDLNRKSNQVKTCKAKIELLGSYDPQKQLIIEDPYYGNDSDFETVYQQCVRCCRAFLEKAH
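test system = LMPTP-A | amount = 0.625 nM LMPTP-A final | reagent = fluorogenic phosphatase substrate OMFP at 400 µM final | incubation = 50 min at room temperature | benchmarks = no-enzyme low control, uninhibited high control | medium = Bis-Tris pH 6.0, DTT, detergent | signal = fluorescence intensity of OMFP turnover product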
eLon inh = E. coli protease La inhibition. AID 602123. P0A9M0. inhibition, % at 7.94 µM. purified E. coli Lon protease, fluorescence polarization. hit rate 0.42% among 360,000; in the data active means inhibition above about 13%, passing the limit was not always enough;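 further: 0% = enzyme with probe and DMSO and 100% = no enzyme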
Scp1 inh = inhibitors of human Scp-1 phosphatase; Q9GZU7; Recombinant Scp1, phosphopeptide, malachite green phosphate absorbance; inhibition, % at 20 µM; hit rate 0.88% among 340,000;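 active means inhibition above about 50% at 20 µM, limit read from the data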;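 further: plate controls were DMSO wells with enzyme for no effect and wells lacking enzyme for full effect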
Target sequence (Q9GZU7 76-261 limits assumed): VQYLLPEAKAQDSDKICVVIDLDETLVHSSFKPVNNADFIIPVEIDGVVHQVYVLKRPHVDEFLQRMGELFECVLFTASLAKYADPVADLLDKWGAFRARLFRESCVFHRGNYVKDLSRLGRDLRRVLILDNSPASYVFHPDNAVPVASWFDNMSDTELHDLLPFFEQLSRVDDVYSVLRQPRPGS
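System: SCP-1 catalytic domain; Reagent: Phospho 17-mer peptide substrate; Doses: one concentration, 20 µM, with 1.0% DMSO; Incubation: 45 min room-temperature reaction, 5 min colour, 30 min stabiliser; Signal: Phosphate-binding colour reagent, absorbance read at 630 nm.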
DNMT1 inh = inhibitors of human DNMT1. DNMT1 molecular beacon, Hinp1I cleavage, fluorescence. hit rate 0.83% among 360,000. P26358. inhibition (reported as % activation of signal), % at 10 µM; in the data active means inhibition above about 50%
SUMO1-SIM PPI = alters human SUMO1 binding to SIM partners. inhibition, % at 20 µM. P63165. hit rate 0.33% among 360,000. AID 602429. SUMO1 binding to a labelled peptide, TR-FRET, 1 h; in the data active means inhibition above about 37%
Target sequence (P63165 whole entry, looked up): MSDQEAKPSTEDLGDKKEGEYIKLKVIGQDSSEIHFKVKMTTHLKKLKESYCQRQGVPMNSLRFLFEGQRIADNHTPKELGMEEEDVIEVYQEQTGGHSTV
MsrA act = bovine methionine sulfoxide reductase A activation; purified bovine MsrA, absorbance read-out; activation, % at 10.6 µM; hit rate 0.3% among 360,000; in the data active means activation above about 7.5%;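 further: 0% = vehicle and 100% = reference activator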
NRP1-CendR mod = NRP-1/CendR interaction modulation. O14786. inhibition, % at 25 µM. FAM-RPARPAR peptide binding to NRP-1, fluorescence polarization. AID 602438. hit rate 0.85% among 360,000;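 active means inhibition or corrected inhibition above about 18%, plus a signal ratio from 0.5 to 1.5, limit read from the data, passing the limit was not always enough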; further: strong numbers were not always called active
An asterisk follows results filed as active; . = no result given.

1: COc1ccc([C@@H]2CC=C(C(=O)O)[C@H](c3cccc(Cl)c3)N2S(=O)(=O)c2ccc(C)cc2)cc1OC
2: CC(c1nnc(SCn2nnc3ccccc3c2=O)n1-c1ccc(Cl)cc1)N(C)C (centres undefined)
3: COc1ccc(C)cc1S(=O)(=O)N1CCC2(CC1)OCCN2S(=O)(=O)c1cccs1
4: COC(=O)N[C@H](CC(C)=O)c1cccc(C(F)(F)F)c1
5: O=C(c1ccccc1)c1cnc(-c2ccc(Cl)cc2)s1
6: COc1ccc(NC(=O)c2cnn(-c3ccccc3)c2C)cc1OC

Compound	1	2	3	4	5	6
TbMetRS inhib	0.0	-1.8	-0.2	-0.1	-0.4	-0.5
MsrA inh	0.0	1.1	0.4	0.5	0.2	-0.3
STEP block	-5	0	0	-4	12	-1
LMPTP inh	0.1	-2.6	0.2	-1.7	0.3	0.4
eLon inh	-7	-4	-3	0	10	-7
Scp1 inh	-11	-1	-5	-3	-6	-4
DNMT1 inh	0	0	-1	5	-2	-8
SUMO1-SIM PPI	6	-4	1	-3	-6	3
MsrA act	0	-6	-5	-3	0	6
NRP1-CendR mod	8	12	4	13	-1	-6

7: CN(c1ccc(C(=O)NCCc2ccccc2)cc1)S(C)(=O)=O
8: N#CCN1C(=O)NC2(CCCc3sccc32)C1=O (centres undefined)
9: O=C(NC1CCCCC1)NC1CC2CCC(C1)N2Cc1nnnn1Cc1ccc2c(c1)OCO2 (centres undefined)
10: Cc1sc(NC(=O)CSc2nnnn2C2CCCC2)c(C#N)c1C
11: O=C(Nc1ccon1)c1cccc(Cl)c1
12: CCC(=O)Nc1nnc(SCc2ccccc2F)s1

Compound	7	8	9	10	11	12
TbMetRS inhib	-0.5	-1.1	-0.8	-0.1	0.2	-0.6
MsrA inh	0.1	-0.2	-0.4	0.0	-0.1	-0.6
STEP block	-1	-1	2	3	-2	0
LMPTP inh	-1.2	1.0	-2.9	2.4	-1.8	-0.4
eLon inh	4	-2	1	3	-3	-3
Scp1 inh	-4	1	-15	-8	-2	-4
DNMT1 inh	1	1	2	-2	0	0
SUMO1-SIM PPI	-1	6	-4	0	-4	5
MsrA act	-1	-16	0	2	-4	-2
NRP1-CendR mod	-21	-10	-4	-15	-2	0

13: O=C(Cc1nc(-c2ccc([N+](=O)[O-])cc2)cs1)Nc1ccccc1
14: Cc1cc(C)cc(N(C(C)C(=O)Nc2c(C)n(C)n(-c3ccccc3)c2=O)S(C)(=O)=O)c1 (centres undefined)
15: Oc1c(C=NCc2ccccc2)sc2ccccc12
16: O=C(CN1CCN(c2ccccc2)CC1)Nc1ccccc1C(=O)NCCc1ccccc1
17: Cc1cc(C(=O)N2CCN(S(=O)(=O)c3ccccc3F)CC2)c(C)o1
18: CCOC(=O)c1cc(-c2ccc(OC)cc2)nc2c1c(C)nn2CCC#N

Compound	13	14	15	16	17	18
TbMetRS inhib	0.2	0.3	-0.2	-0.3	0.0	0.2
MsrA inh	1.5	0.5	0.9	-1.6	0.3	1.3
STEP block	-3	-3	1	0	-2	1
LMPTP inh	2.4	-2.5	0.0	1.3	-0.4	3.3
eLon inh	-2	-11	6	-15	-4	5
Scp1 inh	-8	2	-4	.	0	-10
DNMT1 inh	-9	4	-1	1	0	-9
SUMO1-SIM PPI	-22	-3	-18	4	4	-12
MsrA act	-2	-3	-3	-9	-3	-2
NRP1-CendR mod	-10	-1	-2	-10	-6	-4

Individual results from the results shown:
In eLon inh, compound 17 is entered as -4
In MsrA inh, compound 18 is entered as 1.3

Continuation:
19: CCOc1cc(C(=O)Nc2cc(F)ccc2C)ccc1OCC(=O)N1CCOCC1
20: CC1=CC(C)[C@H](/C=N/n2c(=O)[nH]c3c([nH]c4ccc(C)cc43)c2=O)C(C)C1 (some centres undefined)
21: O=C(NCC(F)(F)F)N1CCOCC1
22: COc1cccc(C(=O)OC(C)CN2CCCC2)c1 (centres undefined)
23: COc1cc(OC)cc(C(=O)N[C@H](C(=O)OCC(=O)c2ccc(F)cc2)C(C)C)c1
24: COc1ccc(/C(O)=C2\C(=O)C(=O)N(c3cc(C)on3)C2c2ccccc2OC)cc1C (centres undefined)

Compound	19	20	21	22	23	24
TbMetRS inhib	-0.1	0.1	-0.6	0.0	-0.6	-0.8
MsrA inh	0.4	1.4	-0.2	0.9	-1.4	0.8
STEP block	-2	-4	1	-5	-4	2
LMPTP inh	-1.0	-2.2	-1.6	-0.7	0.4	-0.9
eLon inh	-6	-4	-8	-4	-5	0
Scp1 inh	4	-7	-2	-5	-10	-8
DNMT1 inh	4	34	-1	-6	-1	4
SUMO1-SIM PPI	1	-1	2	1	3	-12
MsrA act	-2	-3	-6	-2	-7	-11
NRP1-CendR mod	1	6	4	-2	16	0

25: Cc1ccc(C)c(-n2nnc3ccccc3c2=O)c1
26: Cc1ccc(C(=O)CCNc2ccc(Cl)cc2)o1
27: Cc1c(C(=O)O)c(C(=O)O)c2n1CCS2
28: O=S(=O)(c1ccc(Br)c2ccccc12)N1CCCC1
29: Cc1ccc(C(=O)N/C(=C/c2cccs2)C(=O)N2CCCCC2)cc1
30: c1ccn(-c2ccc(-c3ccn[nH]3)cc2)c1

Compound	25	26	27	28	29	30
TbMetRS inhib	-0.2	0.1	-0.8	-1.9	-0.8	0.0
MsrA inh	-0.8	-1.2	-0.3	0.1	-0.6	0.0
STEP block	0	1	1	0	2	1
LMPTP inh	-1.3	-0.3	-1.4	2.7	-0.6	-1.2
eLon inh	5	4	-3	3	0	6
Scp1 inh	.	0	-10	-7	6	-6
DNMT1 inh	-1	-3	0	0	-1	-5
SUMO1-SIM PPI	-3	1	-5	-6	-3	4
MsrA act	-1	1	-1	-3	-4	-3
NRP1-CendR mod	-1	11	-2	1	0	-9

31: O=C(Nc1ccc2c(c1)OCCO2)c1c(F)c(F)c(F)c(F)c1F
32: COc1ccc(OCC(=O)OCC(=O)N2CC(=O)Nc3ccccc32)cc1
33: Cc1c(NC(=O)Cn2nc(C(=O)O)c3ccccc3c2=O)c(=O)n(-c2ccccc2)n1C
34: COCCCNC(=O)c1cc2c(=O)n3cccc(C)c3nc2s1
35: C/C(=N\NC(=O)OC(C)(C)C)c1ccc[nH]1
36: CS(=O)(=O)Nc1ccc(OCc2ccccc2)cc1

Compound	31	32	33	34	35	36
TbMetRS inhib	-0.6	-0.9	-0.1	-0.8	-0.6	-0.2
MsrA inh	-0.4	1.3	-0.6	0.8	2.1	-0.9
STEP block	1	-2	-3	2	-3	0
LMPTP inh	-0.3	0.8	-3.7	0.0	0.7	-2.8
eLon inh	-6	10	-4	-1	8	-2
Scp1 inh	-5	-1	4	-2	-1	-6
DNMT1 inh	-3	1	0	1	0	0
SUMO1-SIM PPI	3	0	-4	-10	1	3
MsrA act	-3	-7	1	-4	-1	-5
NRP1-CendR mod	-2	0	15	-6	5	-8

2 of these compounds in a different format:
Second line of a record – TbMetRS inhib | MsrA inh | STEP block | LMPTP inh | eLon inh | Scp1 inh | DNMT1 inh | SUMO1-SIM PPI | MsrA act | NRP1-CendR mod
(32) COc1ccc(OCC(=O)OCC(=O)N2CC(=O)Nc3ccccc32)cc1
→ -0.9 | 1.3 | -2 | 0.8 | 10 | -1 | 1 | 0 | -7 | 0
(33) Cc1c(NC(=O)Cn2nc(C(=O)O)c3ccccc3c2=O)c(=O)n(-c2ccccc2)n1C
→ -0.1 | -0.6 | -3 | -3.7 | -4 | 4 | 0 | -4 | 1 | 15

The list continues:
37: O=C(COC(=O)c1ccccc1S(=O)(=O)N1CCCCC1)NCC(F)(F)F
38: CSc1nnc(SCC2=NNC(=O)SC2)s1
39: O=C(NCc1cccnc1)c1ccccc1Br
40: O=C(CSc1ncnc2c1oc1ccccc12)Nc1ccc2c(c1)OCCO2
41: O=C(NCCNCCO)C1(C(F)(F)F)C/C(=C\Cc2ccccc2)CCCO1 (centres undefined)
42: Cc1ccc(NC(=O)c2cc(C)no2)cc1

Compound	37	38	39	40	41	42
TbMetRS inhib	-1.2	0.0	-0.3	-1.8	-0.3	-1.6
MsrA inh	0.8	0.5	0.5	0.3	-0.4	-0.2
STEP block	-1	-1	-4	0	0	-2
LMPTP inh	-1.1	-2.5	-0.9	1.0	-1.2	-1.4
eLon inh	2	5	-7	3	-12	-4
Scp1 inh	0	-3	2	-2	-8	0
DNMT1 inh	2	-1	-4	-5	-1	5
SUMO1-SIM PPI	-1	1	-2	-327	-14	-1
MsrA act	-12	-4	-5	-11	-2	-9
NRP1-CendR mod	-3	12	17	-4	4	3

Compounds from the list above with bromine (2):
28: O=S(=O)(c1ccc(Br)c2ccccc12)N1CCCC1
39: O=C(NCc1cccnc1)c1ccccc1Br

Compound	28	39
TbMetRS inhib	-1.9	-0.3
MsrA inh	0.1	0.5
STEP block	0	-4
LMPTP inh	2.7	-0.9
eLon inh	3	-7
Scp1 inh	-7	2
DNMT1 inh	0	-4
SUMO1-SIM PPI	-6	-2
MsrA act	-3	-5
NRP1-CendR mod	1	17

(next part)
43: CCOC(=O)N1CCC(NC(=O)CSCc2nc(-c3ccc(OCC)cc3)oc2C)CC1
44: CC(=O)NC(Cc1ccc(F)c(F)c1)C(=O)NC1CCN(C(=O)c2ccc(C)cc2)CC1 (centres undefined)
45: CC1(C)CC(N=C2C([N+](=O)[O-])=CC=C3C2=NC2(CCCCC2)N3O)CC(C)(C)N1
46: CCOc1ccc(NC(=S)NCc2ccc3[nH]c(C)cc3c2)cc1
47: O=C1CNC(=O)N1c1ccc(Cl)cc1
48: Cc1cccc(N(Cc2cc3ccccc3[nH]c2=O)C(=O)c2ccco2)c1C
49: CC(=O)NCCNC(=O)C1Cc2c(-c3ccccc3Oc3ccccc3)ccnc2O1 (centres undefined)

Compound	43	44	45	46	47	48	49
TbMetRS inhib	-0.5	0.4	-0.1	0.2	-0.9	-0.8	0.3
MsrA inh	-0.1	-0.6	1.3	1.5	0.0	-0.7	-1.6
STEP block	-1	0	1	0	3	0	0
LMPTP inh	0.2	0.9	-1.6	1.8	-1.9	-1.1	1.2
eLon inh	9	3	-11	5	1	-12	-3
Scp1 inh	25	-17	-10	-7	-9	-5	.
DNMT1 inh	1	-6	1	-5	1	0	6
SUMO1-SIM PPI	3	-1	-51	2	-17	2	4
MsrA act	-10	-2	-1	-6	-3	-4	-3
NRP1-CendR mod	13	6	0	-5	1	-13	-3
